Assay outcomes: PubChem, Sanford-Burnham Center for Chemical Genomics
SENP7 block: inhibitors of human SENP7 protease. recombinant SENP7, Z-RLRGG-aminoluciferin luminescence, 40 min. inhibition, % at 5 µM. Q9BQF6. actives 1.5% (n = 330,000);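 active means inhibition above about 50% at the single test dose, limit read from the data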;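 further: plate controls were DMSO with enzyme for no effect and no enzyme buffer wells for full effect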
Target sequence (Q9BQF6 706-1050 limits assumed): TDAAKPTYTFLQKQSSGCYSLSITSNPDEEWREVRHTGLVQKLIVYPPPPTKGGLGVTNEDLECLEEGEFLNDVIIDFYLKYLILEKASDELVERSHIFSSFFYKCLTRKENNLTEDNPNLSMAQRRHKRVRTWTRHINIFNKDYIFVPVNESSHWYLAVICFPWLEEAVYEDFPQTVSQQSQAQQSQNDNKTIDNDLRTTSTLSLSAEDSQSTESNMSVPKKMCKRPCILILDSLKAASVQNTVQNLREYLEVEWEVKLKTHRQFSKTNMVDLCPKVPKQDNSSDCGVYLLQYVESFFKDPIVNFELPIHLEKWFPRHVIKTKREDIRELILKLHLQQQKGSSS
UBC13 inh: human UBC13 polyubiquitination inhibition; UBC13 polyubiquitin chain formation, TR-FRET; inhibition, % at 20 µM; actives 0.47% (n = 330,000); in the data active means inhibition above about 45%, passing the limit was not always enough
Target sequence (P61088 whole entry, looked up): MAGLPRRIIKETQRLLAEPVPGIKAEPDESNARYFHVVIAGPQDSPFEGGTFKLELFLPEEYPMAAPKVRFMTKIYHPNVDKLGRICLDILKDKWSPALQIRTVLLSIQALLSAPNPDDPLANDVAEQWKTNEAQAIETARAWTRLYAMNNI
Jurkat NFkB inh: inhibitors of the PMA/ionomycin-induced NF-kB reporter in Jurkat cells; PMA/ionomycin-induced NF-kB luciferase reporter, luminescence; inhibition, % at 4 µM; actives 0.53% (n = 330,000); AID 435003
Gli-Sufu block: Gli-Sufu pathway antagonism; actives 0.74% (n = 340,000); AID 588413; inhibition, % at 5 µM; Sufu-KO-LIGHT fibroblasts, Gli luciferase reporter luminescence;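 active means inhibition above about 55%, limit read from the data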;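 further: 0% = DMSO-treated cells and 100% = wells with medium but no cells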
HKDC1 inh: HKDC1 (human) hexokinase inhibition | recombinant HKDC1, G6PDH/diaphorase resazurin coupled fluorescence | actives 0.16% (n = 340,000) | inhibition, % at 20 µM | AID 493160;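 active means inhibition above about 35% when tested at 20 µM, limit read from the data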;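 further: plate controls were DMSO wells with enzyme for no effect and DMSO wells lacking enzyme for full effect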
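Assay system: in-house recombinant HK5 (HKDC1) enzyme. Input: HKDC1 at 5 µg/mL. Medium: Tris pH 8.0 buffer with MgCl2, Tween-20, BSA, BME. Dosing: single 20 µM dose. Schedule: 90 min reaction incubation at room temperature, dark. Signal: resazurin-to-resorufin fluorescence via G6PDH and diaphorase coupling, 525/613 nm. Controls: DMSO-enzyme wells negative, buffer-substituted wells positive.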
SENP8 inh: inhibitors of human SENP8 protease; inhibition, % at 10 µM; purified SENP8, Z-RLRGG-aminoluciferin cleavage, luminescence; actives 1.2% (n = 330,000); Q96LD8
Target sequence (Q96LD8 whole entry, looked up): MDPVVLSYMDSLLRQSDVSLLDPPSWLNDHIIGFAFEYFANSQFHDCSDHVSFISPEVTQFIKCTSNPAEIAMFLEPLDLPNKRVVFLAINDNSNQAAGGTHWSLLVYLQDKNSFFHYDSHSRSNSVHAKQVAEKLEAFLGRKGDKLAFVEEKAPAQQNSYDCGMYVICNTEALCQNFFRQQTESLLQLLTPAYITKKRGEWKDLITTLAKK
697 NFkB inh: lowers PMA/ionomycin-induced NF-kB signal in 697 B cells | 697 B-cell NF-kB luciferase reporter, 16 h | inhibition, % at 4 µM | actives 0.33% (n = 330,000); in the data active means inhibition above about 35%
Apaf1 inhib: blocks human Apaf-1 apoptosome activity; O14727; reconstituted apoptosome caspase-3 activity, DEVD-Rh110 fluorescence; inhibition, % at 20 µM; actives 0.71% (n = 330,000); active means inhibition of at least 40% at 20 µM;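 further: plate controls were DMSO wells for no effect and DEVD-CHO caspase inhibitor wells for full effect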
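Material: reconstituted apoptosome with Apaf-1, cytochrome c, caspase-9, procaspase-3, dATP; medium: pH 7.5 Hepes buffer with CHAPS, BSA, DTT; also added: cytochrome c and DEVD-Rh110 substrate; timing: 30 min plus 50 min, RT; signal: Rh110 fluorescence intensity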
An asterisk follows results filed as active; . = not tested or not shown. Unless noted, no stated cut-off is given here; in the data, active means inhibition above about 50%; inactive means the rest.

Each structure is followed by: Apaf1 inhib	UBC13 inh	Jurkat NFkB inh	Gli-Sufu block	HKDC1 inh	SENP7 block	SENP8 inh	697 NFkB inh
O=S(=O)(c1cc(Cl)ccc1Cl)N1CCCCC1
  12.4	5.4	2.2	1.9	-0.1	2.3	-3.8	-15.6
Cn1c(N2CCOCC2)nc(-c2ccccc2)c1-c1ccccc1
  -4.1	2.1	-13.7	-1.6	9.8	-4.9	-7.1	-23.3
COc1ccc(C2=CC(=O)C[C@H](c3ccc(Cl)cc3)C2)cc1
  18.6	14.2	-8.6	7.3	7.8	5.5	-5.3	3.9
O=C(CN1CCC(Cc2ccccc2)CC1)N1CCc2ccccc2C1
  5.3	3.0	3.0	20.5	18.8	6.6	-6.6	12.0
c1ccc(CSc2ncnc3sccc23)cc1
  -4.3	3.4	-1.1	-10.0	1.9	-2.1	-3.0	6.9
COc1ccc(S(=O)(=O)N(Cc2cc3ccc(OC)cc3[nH]c2=O)CC2COCCO2)cc1 (configuration not stated)
  5.9	-1.4	-78.4	-9.8	8.5	-7.8	-4.1	-61.2
O=C(CNC(=O)c1cccnc1)N=Nc1c(O)[nH]c2c(Br)cc(Br)cc12
  5.0	-19.7	4.3	3.0	2.5	10.6	-4.3	-9.8
CC1=NN(C(N)=S)C(=O)C1N=Nc1ccc(Cl)cc1 (configuration not stated)
  -13.2	-12.7	-73.6	-62.8	-26.9	76.7*	86.4*	-230.4
CCOC(=O)c1cnc(-n2nc(C)cc2C)nc1Nc1cccc(C(C)=O)c1
  6.4	-6.7	-8.1	6.3	1.3	-3.4	-7.8	-12.2
CCn1c(-c2csc(-c3ccccc3)n2)n[nH]c1=S
  15.3	3.6	-24.6	-22.8	0.8	3.2	-9.7	-10.2
CCCN(CC(=O)NC(=O)NC1CCCCC1)CC(=O)Nc1cc(Cl)ccc1Cl
  21.4	6.4	8.3	3.2	1.9	9.9	-11.7	12.1
CCCN(CC(=O)Nc1ccccc1C)C(=O)c1ccc2c(c1)OCO2
  1.6	6.0	9.5	1.2	-7.4	5.0	1.3	12.9
COc1ccc([N+](=O)[O-])cc1NC(=O)COC(=O)c1ccccc1C(=O)c1ccccc1
  4.9	-13.2	-5.3	0.8	-7.4	-0.9	-12.7	-15.7
Clc1ccc(-c2nnc(NC3=NCCCCC3)o2)cc1
  7.7	-5.8	-39.5	-31.0	0.5	88.0*	79.6*	-210.3
O=C(Cc1cccs1)NCc1ccc(Cl)cc1
  -5.7	-0.6	-2.9	-13.8	-0.6	-6.7	-1.2	3.3
CCN(CC)S(=O)(=O)c1ccc(C(=O)Nc2nnc(C(C)C)s2)cc1
  -7.3	-8.7	17.4	-9.9	0.9	-1.1	3.3	2.5
Cc1ccccc1C(=O)Nc1ccccc1N1CCCCC1
  13.0	-5.3	-4.6	14.3	-0.4	1.8	-5.9	-14.2
CCOC(=O)c1cccc(NC(=O)c2ccc(F)cc2F)c1
  -2.5	5.5	-61.6	-58.9	0.2	47.3	41.1	-51.6
COc1ccc(NC(=O)CN(C)S(=O)(=O)c2ccc(Br)s2)cc1
  2.8	-3.9	-13.8	1.5	-1.7	-2.9	-9.9	5.1
O=C(CSc1ccccn1)N/N=C/C=C/c1ccccc1
  -3.2	-4.1	-8.5	-8.4	-9.5	6.1	3.0	-1.9
CCc1nonc1NC(=O)c1oc2c(C)c(C)ccc2c1C
  2.6	-2.3	6.9	-2.7	-1.2	3.7	-4.3	-5.9
S=C(Nc1ccc(Cl)cc1)NN1CCOCC1
  0.6	1.4	7.2	-4.9	13.9	1.2	1.7	-1.3
COc1cccc(NC(=O)COC(=O)CNC(=O)C2CCCCC2)c1
  -1.2	6.0	-4.0	5.8	-5.2	-10.2	4.6	11.2
c1ccc(-c2csc(Cc3nnc4n3CCCCC4)n2)cc1
  -1.5	1.5	-0.2	-3.7	-7.2	-1.4	1.4	-5.3
CC(=O)Nc1ccccc1NC(=O)C/C(C)=N/NC(=O)c1ccc([N+](=O)[O-])c(Cl)c1
  -7.1	-4.9	11.5	-3.9	-3.9	-4.0	-8.9	7.5
O=c1cc(NCc2ccccc2)c2ccccc2o1
  8.7	1.5	-7.1	3.5	-2.2	-4.9	6.6	12.4
Cc1ccc(C2(C)NC(=O)N(CC(=O)Nc3ccc(Cl)c(S(=O)(=O)N4CCCCC4)c3)C2=O)cc1 (configuration not stated)
  0.4	-1.9	11.2	8.3	3.0	2.6	4.4	-1.6
CCCN1CCN(C(=O)c2nn(-c3ccc(OC)cc3)c(=O)c3c2c2ccccc2n3C)CC1
  5.2	-14.6	-7.9	28.4	-8.4	2.7	-0.6	-21.0
O=C(C1CCCC1)N(c1ccccc1)C1C=CS(=O)(=O)C1 (configuration not stated)
  -10.5	-1.8	5.8	0.4	13.0	6.6	9.0	8.4
Cc1ccc(N/N=C/c2ccc3c(c2)OCCO3)cc1Cl
  2.6	6.3	-12.3	-102.2	-6.7	2.3	2.9	-16.6
Cc1cccc(N(CC(=O)Nc2ccc(F)cc2)S(C)(=O)=O)c1
  -8.2	1.2	16.2	-3.5	-1.9	-3.0	-4.3	2.6
COc1ccc(CCNC(=O)Cc2ccc(C)cc2)cc1OC
  0.5	-5.4	0.4	24.8	-6.1	-0.5	0.3	-10.2
Cc1ccc(C(=O)CSc2nnnn2-c2ccccc2)o1
  5.7	-2.9	-2.0	-2.0	-8.8	-5.5	-4.5	3.3
Cc1sc2ncnc(N3CCN(Cc4ccccc4)CC3)c2c1-c1ccccc1
  25.5	6.1	4.2	-3.0	4.7	2.1	-3.4	-10.1
CN(C1CCCCC1)S(=O)(=O)c1ccc(S(=O)(=O)N(CC(=O)Nc2ccccc2)C2CC2)cc1
  -19.6	6.7	-13.4	6.1	-9.8	0.3	-6.8	4.1
COc1ccc(CCC(=O)Nc2ccc(S(=O)(=O)Nc3nccc(C)n3)cc2)cc1
  13.1	3.2	-4.4	20.8	0.9	-5.3	5.6	-11.3
O=C(NCc1ccco1)C(c1ccccc1)N(C(=O)Cc1cccs1)c1ccccc1F (configuration not stated)
  17.9	6.9	2.6	3.9	1.7	-2.0	4.0	13.1
O=C(NCc1ccccn1)c1ccccc1OCc1ccc(F)cc1
  7.3	1.1	2.3	0.3	-4.9	-8.7	11.4	-3.1
O=S(=O)(N/N=C/c1ccc2c(c1)OCCO2)c1ccc(Cl)cc1
  3.5	-6.7	-16.6	3.4	-10.3	2.9	12.3	10.9
O=S(=O)(c1cc(Cl)ccc1Cl)N1CCC2(CC1)OCCO2
  5.6	-4.0	-9.2	0.0	-7.0	-7.4	-1.0	-24.7

Entries above that contain a nitro group on carbon, in the order listed:
Each structure is followed by: Apaf1 inhib	UBC13 inh	Jurkat NFkB inh	Gli-Sufu block	HKDC1 inh	SENP7 block	SENP8 inh	697 NFkB inh
COc1ccc([N+](=O)[O-])cc1NC(=O)COC(=O)c1ccccc1C(=O)c1ccccc1
  4.9	-13.2	-5.3	0.8	-7.4	-0.9	-12.7	-15.7
CC(=O)Nc1ccccc1NC(=O)C/C(C)=N/NC(=O)c1ccc([N+](=O)[O-])c(Cl)c1
  -7.1	-4.9	11.5	-3.9	-3.9	-4.0	-8.9	7.5

(list continues)
Each structure is followed by: Apaf1 inhib	UBC13 inh	Jurkat NFkB inh	Gli-Sufu block	HKDC1 inh	SENP7 block	SENP8 inh	697 NFkB inh
CN1CCN(C(=O)/C=C/c2c(F)cccc2Cl)CC1
  -3.4	4.8	8.5	-3.7	-2.9	0.3	-5.5	-8.5
CSc1n[nH]c(=O)n1-c1ccc(Cl)cc1
  -1.0	0.2	0.3	-1.6	2.3	-10.2	-7.0	5.0
CCOC(=O)c1c(NC(=O)COC(=O)CNC(=O)c2ccco2)sc(C(C)=O)c1C
  4.1	-2.7	20.5	-3.4	1.1	-2.6	4.3	-4.5
CCOC(=O)c1cc(-c2ccccc2)sc1NC(=O)C(C)OC(=O)c1cccc(S(=O)(=O)N(C)C)c1 (configuration not stated)
  -9.2	6.0	2.0	-0.5	-2.7	4.1	8.1	8.6
O=C(CSc1nnc(-c2cccc(F)c2)o1)Nc1nncs1
  -1.8	9.2	2.7	4.4	-5.4	8.9	-4.8	-19.4
O=C(NC1CCCCC1)C(c1ccc(F)cc1)N(Cc1cccs1)C(=O)CN1C(=O)c2ccccc2S1(=O)=O (configuration not stated)
  -5.2	-6.4	-2.7	6.4	-11.6	-1.7	-5.6	-9.0
COc1cc(OC)c(/C=N/NC(=O)c2ccc(Cn3nc([N+](=O)[O-])cc3C)cc2)c(OC)c1
  -10.4	-11.0	-6.8	-0.1	-2.9	-3.6	-1.2	4.6
C/C(=N\NC(=O)c1c([N+](=O)[O-])c(C)nn1C)c1ccc(NC(=O)c2ccc(C)o2)cc1
  7.8	-5.9	-26.7	-28.4	0.0	2.7	3.7	-25.5
O=C(c1ccc(COc2ccccc2[N+](=O)[O-])o1)N1CCCCC1
  -3.4	19.0	-14.7	-20.6	-13.8	-3.8	2.7	-9.0
CC1c2nc3ccccc3n2C(CC(=O)NC2CC2)C(=O)N1Cc1ccccc1 (configuration not stated)
  -3.1	12.6	5.3	6.9	-1.1	2.9	-7.4	9.9
Nc1nc(COc2ccccc2C=O)nc(Nc2ccccc2)n1
  -8.9	-0.3	-16.3	1.5	-3.7	3.1	2.4	-18.6
Cc1cc([N+](=O)[O-])ccc1N1C(=O)c2ccc(C(=O)Nc3ccccc3C(=O)O)cc2C1=O
  23.2	-18.4	-17.2	.	4.6	-0.4	-16.3	-2.1
Cc1cccc(OCC(=O)N(C)c2c(N)n(Cc3ccccc3)c(=O)[nH]c2=O)c1C
  -1.4	-7.7	-0.7	-4.5	-3.7	-2.0	-1.7	8.2
CC(C)(C)OC(=O)NCCc1n[nH]c(=S)o1
  -0.5	3.8	4.4	8.9	-1.6	1.1	-5.3	4.7
Cc1ccc(-c2c(CC(=O)O)c(C)nc3sc4c(c23)CCCC4)cc1
  10.5	-1.0	-2.2	6.1	0.6	-3.4	1.9	12.8
O=C(c1cnn(C(=O)c2ccccc2F)c1)c1ccccc1O
  12.0	10.8	5.3	-5.0	2.1	-2.0	-22.7	5.1
CCCCn1c(N)c(N(CC(C)C)C(=O)C2CC(=O)N(CCc3ccccc3)C2)c(=O)[nH]c1=O (configuration not stated)
  11.7	-4.5	2.5	-5.7	6.7	2.9	7.8	-5.6
Cc1nn(CCC(=O)NNC(=S)Nc2ccc(F)cc2)c(C)c1[N+](=O)[O-]
  -1.2	3.9	11.0	2.5	1.7	-2.8	6.6	34.8
CC1CCC2C(C1)OS(=O)(=O)NC2(C)C (configuration not stated)
  -7.5	-3.3	-41.3	.	.	-6.5	8.5	-33.1
COc1cc(OC)cc(C(=O)N/N=C/c2ccc(OC)c(COc3ccc(F)cc3)c2)c1
  -0.5	2.2	52.0*	25.7	-2.9	-1.7	4.7	-41.4

Full records, quoted from the list. Values in the order: Apaf1 inhib, UBC13 inh, Jurkat NFkB inh, Gli-Sufu block, HKDC1 inh, SENP7 block, SENP8 inh, 697 NFkB inh
Cc1ccc(-c2c(CC(=O)O)c(C)nc3sc4c(c23)CCCC4)cc1 is entered as 10.5, -1.0, -2.2, 6.1, 0.6, -3.4, 1.9, 12.8
Cc1cc([N+](=O)[O-])ccc1N1C(=O)c2ccc(C(=O)Nc3ccccc3C(=O)O)cc2C1=O is entered as 23.2, -18.4, -17.2, ., 4.6, -0.4, -16.3, -2.1
CC1CCC2C(C1)OS(=O)(=O)NC2(C)C (configuration not stated) is entered as -7.5, -3.3, -41.3, ., ., -6.5, 8.5, -33.1
